High-throughput results (PubChem)
STAT1 inh: reduces IFN-gamma driven STAT1 reporter signal. NIH 3T3 STAT1-luciferase reporter, luminescence. inhibition, % at 5.5 µM. 200,000 compounds, 0.35% hits;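 active = inhibition above a set limit, the mean inhibition across all tested compounds plus 3 SD, cut at about 34% in these data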;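 also: 0% = IFN-gamma with DMSO and 100% = IFN-gamma with 300 µM nifuroxazide; values of inactives mirror those of a sister screen read the other way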
STAT3 act: activators of IL-6 induced STAT3 signaling. 190,000 compounds, 0.91% hits. activation (% of control), % at 5.6 µM. U3A cells, IL-6 STAT3-luciferase reporter, luminescence; 100% = signal with IL-6 EC80 alone;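 active = activation above the screen-wide mean of compound activation plus 3 SD, cut at about 130% in these data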;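 also: 0% = background luminescence of wells with medium and substrate only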
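Assay system – human STAT1-deficient U3A cells with stable STAT3-luciferase reporter · Also added – IL-6 (33 ng/mL) · Schedule – compound 1 h, then IL-6 6 h at 37 °C · Technique – reporter luminescence signal · Evaluation – % activation versus median of IL-6-stimulated wells · Benchmarks – IL-6-only wells as 100% reference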
ROMK primary: modulators of human ROMK potassium channel; AID 1918; Tet-inducible ROMK, thallium flux fluorescence; actives lie on both sides; B-score at 10 µM; P48048; 130,000 compounds, 2% hits;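 active = signal ratio slope over the read window, or its plate-corrected B-score, at least 3 SD from the plate mean, either direction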;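 also: B-score of the F/F0 ratio slope over 7 to 12 s after thallium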
Target sequence (P48048 whole entry, looked up): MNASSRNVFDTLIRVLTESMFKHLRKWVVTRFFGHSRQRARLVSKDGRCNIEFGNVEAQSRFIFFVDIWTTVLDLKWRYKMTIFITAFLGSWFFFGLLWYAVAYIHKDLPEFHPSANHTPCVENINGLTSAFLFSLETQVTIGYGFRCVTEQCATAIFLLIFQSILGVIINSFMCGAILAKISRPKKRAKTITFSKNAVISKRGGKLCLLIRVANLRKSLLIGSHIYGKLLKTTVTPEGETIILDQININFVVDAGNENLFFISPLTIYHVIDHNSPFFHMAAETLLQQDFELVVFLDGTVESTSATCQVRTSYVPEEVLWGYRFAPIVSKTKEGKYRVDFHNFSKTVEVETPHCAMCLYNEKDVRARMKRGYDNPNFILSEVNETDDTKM
bIAP activator: intestinal alkaline phosphatase (bovine) activation; purified bovine IAP, CDP-star luminescence, 30 min; hits give high values; fold of DMSO-control signal, blank-subtracted; activation factor at 20 µM; 200,000 compounds, 0.17% hits;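 active = activation factor of 2 or more at 20 µM, a signal rise over negative controls twice the positive control's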
PPARg SRC-1 ag: PPARgamma-driven SRC-1 recruitment agonism. 200,000 compounds, 0.41% hits. activation, % at 8 µM. PPARgamma-SRC-1 coactivator recruitment biochemical assay. AID 631; in the data active = activation above about 19%;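 also: 0% = DMSO and 100% = reference agonist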
TNAP act hi DEA: TNAP (human) activation, high acceptor. 200,000 tested, under 10 active. P05186. purified TNAP, CDP-star luminescence, 1 M DEA, 30 min; hits give high values; 0 = EDTA background, 1 = DMSO-only activity. activation factor at 20 µM. AID 1136;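 active = activation factor at least 2 at 20 µM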
Target sequence (P05186 whole entry, looked up): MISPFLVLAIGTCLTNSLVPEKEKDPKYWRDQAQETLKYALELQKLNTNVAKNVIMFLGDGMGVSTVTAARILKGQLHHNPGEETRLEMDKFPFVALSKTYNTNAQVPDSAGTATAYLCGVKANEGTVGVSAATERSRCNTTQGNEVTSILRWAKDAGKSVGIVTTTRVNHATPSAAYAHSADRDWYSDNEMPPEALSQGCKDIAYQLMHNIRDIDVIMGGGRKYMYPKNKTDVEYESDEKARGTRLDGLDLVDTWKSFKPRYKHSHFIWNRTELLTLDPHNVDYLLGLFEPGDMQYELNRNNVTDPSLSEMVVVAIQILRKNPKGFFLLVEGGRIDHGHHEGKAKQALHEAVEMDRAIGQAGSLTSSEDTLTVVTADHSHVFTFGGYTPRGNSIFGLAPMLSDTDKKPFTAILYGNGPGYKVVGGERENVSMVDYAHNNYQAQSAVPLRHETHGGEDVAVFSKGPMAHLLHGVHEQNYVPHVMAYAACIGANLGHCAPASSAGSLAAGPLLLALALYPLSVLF
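system = human TNAP | amount = enzyme diluted 1/800 final | reagent = 100 µM CDP-star substrate | signal = luminescent substrate turnover signal | dosing = one dose, 20 µM | benchmarks = EDTA negative control, DMSO positive control | measure = activation factor | timing = 30 min reaction, room temperature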
PPARg SRC2 recr: agonists of SRC-2 recruitment by human PPARgamma; 200,000 compounds, 0.34% hits; activation, % at 8 µM; AID 1032; P37231; PPARgamma LBD-SRC-2 recruitment, biochemical; in the data active = activation above about 22%;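 also: 0% = vehicle and 100% = reference agonist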
PPARg SRC3 recr: PPARgamma-driven SRC-3 recruitment agonism | P37231 | biochemical PPARgamma/SRC-3 coactivator recruitment assay | activation, % at 8 µM | 200,000 compounds, 0.26% hits | AID 731; in the data active = activation above about 23%;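 also: 0% = DMSO and 100% = reference agonist; some compounds past the cut are filed as inactive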
bIAP inh: intestinal alkaline phosphatase (bovine) inhibition. inhibition, % at 20 µM. 190,000 tested, under 10 active. purified bovine IAP, CDP-star luminescence, 30 min;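 active = over 50% inhibition of intestinal alkaline phosphatase at 20 µM in the single-dose screen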
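System: Purified bovine intestinal alkaline phosphatase (IAP) enzyme | Input: IAP diluted 1/65,000,000 in the well | Also added: CDP-star chemiluminescent phosphatase substrate, 30 µM final | Dosing: 20 µM single dose | Times: Enzyme reaction for 30 min at room temperature | Detection: Luminescence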
STAT3 blocker: inhibitors of IL-6 induced STAT3 signaling; U3A cells, IL-6 STAT3-luciferase reporter, luminescence; host cell line lacks STAT1; inhibition, % at 5.5 µM; 190,000 compounds, 0.89% hits;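 active = inhibition above the mean inhibition across all screened compounds plus 3 SD, cut at about 44% in these data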;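 also: 0% = DMSO only wells and 100% = 100 µM nifuroxazide control wells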
TR-FRET SRC-2 ct: counter-screen for PPARgamma SRC-2 recruitment agonists: TR-FRET artefact; hits give high values; TR-FRET ratio at 8 µM; 200,000 compounds, 0.4% hits; in the data active = TR-FRET ratio above about 2000; also: inactives centre near 1500
Starred values were filed as active, the others as inactive; . = not tested or not shown. This is a subset. The share of hits here may be higher or lower than overall.

[1] CC(C)C(=O)Nc1ccc(N2CCN(C)CC2)c(F)c1
[2] COc1ccc(N2C(=O)NC(=O)/C(=C/c3ccc4c(c3)Cc3ccccc3-4)C2=O)cc1
[3] COc1ccc(CN2C(=O)NC(=O)/C(=C\c3ccco3)C2=O)cc1
[4] O=C(C1CCN(S(=O)(=O)c2ccccc2)CC1)N1CCC2(CC1)OCCO2
[5] Cc1ccc(-n2c(O)c(C=Nc3ccc(Br)cn3)c(=O)[nH]c2=O)cc1
[6] COc1cccc(C2(O)CCN(Cc3ccncc3)CC2)c1
Assay by compound	1	2	3	4	5	6
STAT1 inh	0	-12	-3	-2	5	-8
STAT3 act	109	89	112	97	100	99
ROMK primary	1.2	-0.52	-0.082	1.7	-0.35	-0.64
bIAP activator	0.9	0.7	1.1	0.9	1	0.9
PPARg SRC-1 ag	9	5	11	0	6	11
TNAP act hi DEA	1	1	1	1.1	1	1
PPARg SRC2 recr	11	13	3	4	0	1
PPARg SRC3 recr	2	-1	2	11	2	4
bIAP inh	9	32	-9	6	1	12
STAT3 blocker	-7	20	-9	4	3	3
TR-FRET SRC-2 ct	1607	1611	1578	1600	1479	1536

[7] O=C(Cn1cc(C(=O)c2ccccc2F)c2ccccc21)NC1CC1
[8] C[N+]12CCC(CC1)C(C#N)(N1CCOCC1)C2 (stereo not drawn)
[9] Cc1ccc2c(c1)=C/C(=C\c1c(O)[nH]c(=O)[nH]c1=O)C(=O)N=2
[10] Nc1c(C(=O)NCCc2ccccc2)c2nc3ccccc3nc2n1CCN1CCOCC1
[11] CCCCc1ccc2[nH]cc(CCN)c2c1
[12] CCOC(=O)CNC(=O)CSP(=S)(OCC)OCC
Assay by compound	7	8	9	10	11	12
STAT1 inh	0	-8	-4	-1	-6	5
STAT3 act	100	106	99	89	102	105
ROMK primary	0.68	.	.	.	.	.
bIAP activator	0.9	1	0.9	1.1	0.8	0.9
PPARg SRC-1 ag	6	3	8	2	2	6
TNAP act hi DEA	1.1	1.1	1	1	1	1
PPARg SRC2 recr	6	2	-3	5	0	5
PPARg SRC3 recr	1	-2	6	0	1	11
bIAP inh	10	3	13	-10	21	8
STAT3 blocker	0	-1	7	19	-2	0
TR-FRET SRC-2 ct	1737	1506	1449	1610	1308	1555

[13] CN(C)P(=S)(Nc1ccccc1)C(Cl)(Cl)Cl (stereo not drawn)
[14] O=C1NC(=S)N(c2ccc(Br)cc2)C(=O)/C1=C/N1CCN(C(=O)c2ccco2)CC1
[15] O=C(c1ccccc1)c1ccccc1N=Cc1c(O)[nH]c(=O)[nH]c1=O
[16] CCc1ccccc1NC(=O)CNC1CCCCC1
[17] CC(N)C(=O)c1ccco1 (stereo not drawn)
[18] O=C(c1ccccc1F)c1cn(CC(=O)N2CCCC2)c2ccccc12
Assay by compound	13	14	15	16	17	18
STAT1 inh	-1	-7	-4	-2	0	1
STAT3 act	104	101	107	101	97	102
ROMK primary	0.13	-0.49	-0.13	-1.7	0.49	.
bIAP activator	1	1	1	1.1	1	0.9
PPARg SRC-1 ag	-5	7	1	-4	0	5
TNAP act hi DEA	1	1	1.1	1	1.1	1.1
PPARg SRC2 recr	-5	4	0	-7	-5	9
PPARg SRC3 recr	-1	-1	2	-2	-2	5
bIAP inh	5	-5	2	-11	0	8
STAT3 blocker	-3	4	0	1	5	-1
TR-FRET SRC-2 ct	1386	1636	1426	1364	1469	1455

[19] CCCCn1c(=O)c(C(=O)Nc2ccccc2S(N)(=O)=O)c(O)c2ccccc21
[20] COc1ccc(-c2nc(CS(=O)CC(=O)N3CCC4(CC3)OCCO4)c(C)o2)cc1 (stereo not drawn)
[21] CSCc1nnc2n1-c1ccc(Cl)cc1C(c1ccccc1)=NC2
[22] CN1c2ccc([N+](=O)[O-])cc2CC2(C(=O)NC(=O)NC2=O)C1c1ccccc1 (stereo not drawn)
[23] Cc1nn(Cc2ccccc2)c(C)c1C(=O)OCC(=O)Nc1cc(S(C)(=O)=O)ccc1Cl
[24] Cc1nn(Cc2c(Cl)cccc2Cl)c(Cl)c1C(=O)O
Assay by compound	19	20	21	22	23	24
STAT1 inh	-9	12	-3	-1	10	2
STAT3 act	110	107	103	104	104	97
ROMK primary	-0.68	-0.048	0.016	.	0.54	-0.57
bIAP activator	1	1	1	1	1.1	1
PPARg SRC-1 ag	-3	11	-4	4	-5	9
TNAP act hi DEA	1	1	1	0.9	1	1
PPARg SRC2 recr	5	0	-1	4	1	9
PPARg SRC3 recr	7	13	-3	3	-5	4
bIAP inh	0	0	0	4	-11	-5
STAT3 blocker	-7	-5	-3	-4	-4	5
TR-FRET SRC-2 ct	1489	1619	1499	1591	1462	1739

[25] CC(C)CCC1(CCc2ccncc2)C(=O)NC(=O)NC1=O
[26] Cc1ccc(C(=O)N/C(=C\Cl)P(=O)(c2ccccc2)c2ccccc2)cc1
[27] OC1(CN2CCOCC2)C2CC3CC(C2)CC1C3 (stereo not drawn)
[28] Cc1nn(Cc2ccccc2)c(C)c1C(=O)OCC(=O)NC1CCS(=O)(=O)C1 (stereo not drawn)
[29] CC(=O)OC1N=C(c2ccccc2)c2cc(Br)ccc2NC1=O (stereo not drawn)
[30] CN(C)c1ccc(P(=S)(N(C)C)N(C)C)cc1
Assay by compound	25	26	27	28	29	30
STAT1 inh	0	-6	-7	-3	0	-5
STAT3 act	98	97	102	101	97	99
ROMK primary	.	.	-1.2	0.78	.	.
bIAP activator	1.1	1	0.9	0.9	1.3	1
PPARg SRC-1 ag	5	3	0	-9	0	7
TNAP act hi DEA	1	1	1.1	1	1	1.1
PPARg SRC2 recr	3	-4	-10	5	-2	3
PPARg SRC3 recr	-5	3	3	1	4	0
bIAP inh	-14	2	11	10	-28	4
STAT3 blocker	6	3	4	3	7	8
TR-FRET SRC-2 ct	1547	1649	1407	1570	1429	1475

[31] CC(C(=O)c1ccccc1)N1C(=O)c2ccccc2C1=O (stereo not drawn)
[32] CC(=O)c1ccccc1NC(=O)C1C2CCC(O2)C1C(=O)O (stereo not drawn)
[33] Cc1cc(/C=C2\C(=O)NC(=O)N(c3ccc(Cl)cc3)C2=O)c(C)n1C
[34] O=C(c1cccn2c(=O)c3ccccc3nc12)N1CCC2(CC1)OCCO2
[35] CC(C)Oc1cccc(C(=O)C2CCCN(C3CCOCC3)C2)c1 (stereo not drawn)
[36] COCCOC(=O)c1c(C)n(C)c2ccc(OC(=O)N(C)C)cc12
Assay by compound	31	32	33	34	35	36
STAT1 inh	-2	-1	8	-5	3	4
STAT3 act	102	105	88	107	102	98
ROMK primary	-0.28	.	-0.45	.	0.05	0.18
bIAP activator	0.9	1	1	1.1	1	1.1
PPARg SRC-1 ag	-1	5	5	-4	4	8
TNAP act hi DEA	1	1.1	1	1.1	1.1	1
PPARg SRC2 recr	-6	2	1	5	-1	0
PPARg SRC3 recr	-2	0	2	-7	0	0
bIAP inh	5	-5	0	-15	-2	-6
STAT3 blocker	-5	-6	19	-4	3	2
TR-FRET SRC-2 ct	1560	1632	1629	1651	1364	1586

[37] CCOc1ccc(C2C(C#N)=C(N)Oc3c2c(=O)oc2ccccc32)cc1 (stereo not drawn)
[38] C[C@H]1CCCC(=O)CCCCCc2cc(O)cc(O)c2C(=O)O1
[39] Cc1nc2c(=O)n(C)c(=O)nc-2n(C)n1
[40] OC(Cn1c2ccccc2c2ccccc21)C[n+]1cccc2ccccc21 (stereo not drawn)
[41] Cc1ccc(CS(=O)(=O)CCC(=O)N2CCC3(CC2)OCCO3)cc1
[42] O=C1C2CCCN2C(c2ccc(Cl)c(Cl)c2)N1c1ccccn1 (stereo not drawn)
Assay by compound	37	38	39	40	41	42
STAT1 inh	7	1	92*	7	4	-3
STAT3 act	103	98	14	96	101	97
ROMK primary	.	.	.	.	0.055	.
bIAP activator	1	1	0.5	0.9	1	0.9
PPARg SRC-1 ag	5	8	4	4	6	4
TNAP act hi DEA	1	1	1	1	1.1	1
PPARg SRC2 recr	-14	7	9	6	11	-6
PPARg SRC3 recr	1	0	13	3	-4	-1
bIAP inh	1	0	47	5	1	8
STAT3 blocker	0	5	107*	7	2	5
TR-FRET SRC-2 ct	1438	1538	1437	1513	1774	1454

[43] CCOC(=O)c1c(C)n(CCOC)c2ccc(O)cc12
[44] Clc1ccc(N2CCNCC2)nn1
[45] O=c1[nH]c(=O)n(-c2ccccc2F)c(O)c1C=NCCC1=CCCCC1
[46] Cc1ccc(N2C(=O)NC(=O)C3(Cc4ccccc4N4CCN(c5ccccc5)CC43)C2=O)cc1 (stereo not drawn)
[47] CC(C)[C@H]1C(=O)N2CCC[C@H]2[C@]2(O)O[C@](NC(=O)[C@@H]3C=C4c5cccc6[nH]cc(c56)C[C@H]4N(C)C3)(C(C)C)C(=O)N12
[48] Cn1cc(C(=O)Cc2ccccc2)c2ccccc21
Assay by compound	43	44	45	46	47	48
STAT1 inh	9	1	-3	14	20	-15
STAT3 act	108	103	77	100	102	94
ROMK primary	.	0.54	-1.7	.	.	.
bIAP activator	0.9	1.1	1	1	1	0.8
PPARg SRC-1 ag	0	-1	14	7	9	-4
TNAP act hi DEA	1	1	1.1	1	0.9	1
PPARg SRC2 recr	1	4	2	8	8	-4
PPARg SRC3 recr	-1	6	6	-9	4	3
bIAP inh	10	-5	3	-4	2	17
STAT3 blocker	-4	2	31	1	0	8
TR-FRET SRC-2 ct	1402	1568	1649	1731	1768	1419

[49] O=C(Nc1ccc(F)cc1)c1c(O)c2c(n(Cc3ccccc3)c1=O)CCCC2
[50] COc1cc2c(cc1O)CC1c3c(cc(O)c(OC)c3-2)CCN1C (stereo not drawn)
[51] Cc1ccc(N2C(=O)NC(=O)/C(=C/C=C/c3ccco3)C2=O)cc1
[52] C=CCn1c(O)c(C(C)=Nc2ccc(C(=O)OCC)cc2)c(=O)[nH]c1=O
[53] CCN(CC)CCCN=Cc1c(O)n(CCc2ccc(F)cc2)c(=O)[nH]c1=O
[54] COc1ccc(CN2CCN(c3ccccc3F)CC2)cc1O
Assay by compound	49	50	51	52	53	54
STAT1 inh	-12	-2	6	9	3	0
STAT3 act	102	.	103	97	104	95
ROMK primary	-0.97	.	.	.	0.35	0.063
bIAP activator	1	1	1	0.9	1	1
PPARg SRC-1 ag	8	1	10	1	7	3
TNAP act hi DEA	1.1	1	1	1	1.1	1.1
PPARg SRC2 recr	5	7	0	-3	-4	5
PPARg SRC3 recr	-1	0	4	-2	2	-1
bIAP inh	3	0	3	9	-5	4
STAT3 blocker	1	.	2	8	-2	13
TR-FRET SRC-2 ct	1499	1532	1510	1491	1787	1610
